# PMI act = increases human mannose-6-phosphate isomerase activity. P34949. purified human PMI, coupled resazurin fluorescence, 20 min; hits give high values; 1 = vehicle control, 0 substrate-free wells. activation factor at 20 µM. hit rate 0.005% among 190,000;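 active = activation factor of 2 or more at 20 µM, relative to plate controls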
# FLuc stim CS = affects firefly luciferase, flagging false hits in luciferase stimulation screens; ATPlite luciferase biochemical, luminescence, 10 min; 0 = ATP-free wells, 1 = DMSO control; 200,000 tested, under 10 active; AID 1027; activation factor at 10 µM; P08659;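 active = luciferase activation factor, scaled between plate controls, of at least 2 with compound at 10 µM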
# Target sequence (P08659 whole entry, looked up): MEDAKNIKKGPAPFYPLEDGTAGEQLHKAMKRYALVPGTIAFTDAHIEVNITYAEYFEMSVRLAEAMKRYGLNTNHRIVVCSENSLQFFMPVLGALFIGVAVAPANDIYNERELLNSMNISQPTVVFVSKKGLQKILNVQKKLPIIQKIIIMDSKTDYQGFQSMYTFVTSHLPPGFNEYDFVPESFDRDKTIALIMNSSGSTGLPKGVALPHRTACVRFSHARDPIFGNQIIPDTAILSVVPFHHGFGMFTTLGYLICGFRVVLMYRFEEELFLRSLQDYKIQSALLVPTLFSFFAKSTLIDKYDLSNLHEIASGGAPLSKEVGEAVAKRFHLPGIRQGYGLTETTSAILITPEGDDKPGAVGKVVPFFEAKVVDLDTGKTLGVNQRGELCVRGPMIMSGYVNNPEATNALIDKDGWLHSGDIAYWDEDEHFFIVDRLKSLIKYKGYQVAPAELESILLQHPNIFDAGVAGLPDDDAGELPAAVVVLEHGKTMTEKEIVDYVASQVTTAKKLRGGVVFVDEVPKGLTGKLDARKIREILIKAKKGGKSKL
#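 test system = cell-free luciferase reagent | medium = PBS as buffer for the ATP substrate | dosing = test compounds dosed from 2 mM stocks in 100% DMSO | incubation = 10 min at ambient temperature | detection = luminescence measurement of luciferase light output | benchmarks = low control with PBS replacing ATP, high control enzyme plus ATP without compound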
# HMGR II inh = blocks class II HMG-CoA reductase of Enterococcus faecalis. hit rate 0.41% among 190,000. purified E. faecalis HMGR, NADPH absorbance 340 nm kinetic. inhibition, % at 10 µM. AID 1066;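 active = inhibition above a set limit, the median over all tested compounds plus 3 SD, cut at about 9.5% in these data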;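 note: enzyme runs in reverse so mevalonate oxidation gives rising NADPH absorbance; 0% = complete reaction with DMSO and 100% = background rate lacking mevalonate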
# PMI act satM6P = activators of human phosphomannose isomerase at near-saturating mannose 6-phosphate; P34949; coupled PMI enzyme assay, resazurin fluorescence, 20 min; hits give high values; 1 = untreated enzyme, 0 = substrate-free blank; activation factor at 20 µM; hit rate 0.34% among 190,000; AID 1216;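 active = activation factor of 2 or more at 20 µM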
#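 Material: human phosphomannose isomerase with PGI, G6PDH, diaphorase coupling enzymes. Quantity: 15 ng/mL PMI. Medium: HEPES pH 7.4 buffer with MgCl2 and Tween-20. Reagent: Near-saturating mannose-6-phosphate, 1.0 mM. Compound: 20 µM single dose. Times: enzyme reaction with compound 20 min at room temperature. Detection: resorufin fluorescence at Ex 544/Em 590 nm.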
# TNAP act hi DEA = TNAP (human) activation, high acceptor | AID 1136 | purified TNAP, CDP-star luminescence, 1 M DEA, 30 min; hits give high values; 0 = EDTA background, 1 = DMSO-only activity | 200,000 tested, under 10 active | activation factor at 20 µM | P05186;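 active = activation factor at least 2 at 20 µM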
# Target sequence (P05186 whole entry, looked up): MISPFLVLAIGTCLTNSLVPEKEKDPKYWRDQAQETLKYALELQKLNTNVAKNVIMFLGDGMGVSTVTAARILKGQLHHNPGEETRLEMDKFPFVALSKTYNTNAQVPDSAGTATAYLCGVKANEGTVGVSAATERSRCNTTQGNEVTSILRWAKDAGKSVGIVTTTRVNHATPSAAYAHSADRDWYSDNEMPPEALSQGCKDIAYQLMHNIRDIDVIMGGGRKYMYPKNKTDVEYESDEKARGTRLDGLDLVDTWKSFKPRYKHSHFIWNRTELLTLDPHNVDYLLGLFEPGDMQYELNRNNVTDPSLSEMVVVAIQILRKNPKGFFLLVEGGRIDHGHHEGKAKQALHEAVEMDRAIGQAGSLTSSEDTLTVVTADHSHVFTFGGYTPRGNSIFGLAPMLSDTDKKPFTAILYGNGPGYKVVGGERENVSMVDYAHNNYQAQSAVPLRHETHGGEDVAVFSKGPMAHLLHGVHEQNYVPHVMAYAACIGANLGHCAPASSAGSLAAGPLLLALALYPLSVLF
#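 Measured by: Luminescent substrate turnover signal | Test system: Human TNAP | Input: TNAP 1/800 final | Dosing: 20 µM single point | Schedule: 30 min, room temperature | Controls: EDTA wells as negative control, DMSO wells as positive control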
# G6PDH counter = L. mesenteroides G6PDH inhibition counter-screen; inhibition, % at 5 µM; hit rate 0.12% among 200,000; Purified L. mesenteroides G6PDH, diaphorase/resazurin coupled fluorescence, 45 min; in the data active = inhibition above about 50%
# Diaphorase inh = counter-screen for diaphorase-based assays: diaphorase inhibitors and chemical oxidizers; inhibition, % at 20 µM; hit rate 0.69% among 190,000; diaphorase resazurin-to-resorufin fluorescence, NADH, 16 min; bacterial (C. kluyveri) enzyme, not human;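 active = primary screen inhibition at 20 µM above a set limit, cut at about 50% in these data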;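 note: plate controls were DMSO with full reaction for no effect and wells lacking NADH for full effect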
#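 Test system: diaphorase enzyme from Clostridium kluyveri; amount: diaphorase at 0.14 U/mL in enzyme working solution; detection: fluorescence of resorufin formed from resazurin, Ex 544/Em 590 nm; times: reaction incubation of 16 min at room temperature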
# TNAP inh hiacc = inhibitors of human TNAP at high phosphate acceptor concentration; P05186; purified TNAP, CDP-star luminescence, 1 M DEA; inhibition, % at 20 µM; hit rate 0.03% among 200,000; AID 1135;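 active = over 50% inhibition of tissue-nonspecific alkaline phosphatase at 20 µM in the single-dose screen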;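 note: plate controls were DMSO wells for no effect and EDTA-quenched wells as full inhibition for full effect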
# Diaphorase act = diaphorase activation or chemical reduction counter-screen. activation factor at 20 µM. Diaphorase/resazurin coupled assay, resorufin fluorescence, 16 min; hits give high values; 1 = vehicle wells, 0 = NADH-free wells. hit rate 0.005% among 190,000. AID 1229;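 active = diaphorase activity raised at least twofold by the compound at 20 µM; inactive = activation factor below 2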
#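 Assay system: Purified diaphorase enzyme from Clostridium kluyveri | Amount: Enzyme 0.07 U/mL final | Dosing: Compound 20 µM once, DMSO 1% | Timing: 16 min reaction at room temperature | Detection: Fluorescence, excitation 544 nm and emission 590 nm | Evaluation: Higher resorufin formation from activation or reduction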
# TNAP inh no acc = TNAP (human) inhibition, acceptor-free conditions | hit rate 0.26% among 200,000 | AID 1012 | purified TNAP, CDP-star luminescence, 30 min | inhibition, % at 20 µM | P05186;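 active = tissue-nonspecific alkaline phosphatase inhibition above about 50% at 20 µM in the single-dose screen, limit read from the data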;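 note: 0% = DMSO negative control and 100% = EDTA positive control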
# * marks the source's active call; other numbers are inactive results.
SMILES,PMI act,FLuc stim CS,HMGR II inh,PMI act satM6P,TNAP act hi DEA,G6PDH counter,Diaphorase inh,TNAP inh hiacc,Diaphorase act,TNAP inh no acc
COc1ccc(-n2c(/C=C/c3ccc4c(c3)OCO4)nc3ccccc3c2=O)cc1,0.9,1,0,1,1,6,15,4,0.9,-12
CC(C)Oc1ccc(C2C(C#N)=C(N)Oc3c2c(=O)oc2ccccc32)cc1 (configuration not stated),0.9,1,-12,1,1,4,12,0,0.9,-2
CCOC(=O)C(O)(c1ccc(N(CC)S(=O)(=O)c2ccc(C)cc2)cc1)C(F)(F)F (configuration not stated),0.8,1.1,0,0.8,1,5,25,-3,0.7,-4
Cc1ccc(N(C)C(=O)Oc2ccc(C(=O)c3ccc(Cl)cc3)cc2)cc1,0.8,1,-4,0.9,1,18,9,-4,0.9,-26
CC1CN=C(Nc2ccc(F)cc2)S1 (configuration not stated),1.1,1.1,-9,1.1,1.1,3,5,-6,0.9,-23
CC(=O)Nc1ccccc1OP1(=O)COc2ccccc2OC1,0.9,1.1,-3,1.1,1.1,6,13,-7,0.9,-8
CCN(CC)S(=O)(=O)c1cc(NC(=O)C(C)N2CC=C(c3ccccc3)CC2)ccc1C (configuration not stated),0.7,1,0,0.8,1.1,-3,23,-5,0.8,-6
CNC(=O)Oc1cccc(-c2cn3cc(OC(=O)NC)ccc3n2)c1,0.8,0.3,2,0.5,1,-10,38,2,0.6,-4
COc1ccc(CCNC(=O)c2c(N)n(CCN3CCOCC3)c3nc4ccccc4nc23)cc1,1,1,-4,1.1,1.1,-37,59*,-5,0.4,-3
COCCNC(=O)c1c(N)n(Cc2ccco2)c2nc3ccccc3nc12,1,1.1,0,0.9,1,6,32,-3,0.7,-19
CN1CC2([N+](=O)[O-])CC=C(Cl)C([N+](=O)[O-])(C1)C2 (configuration not stated),1,1,-6,1,1,-1,4,0,1,-6
COC(=O)CC1=C(C(=O)OC)C2(C(=O)Nc3c(C)cccc32)C(C#N)=C(N)O1 (configuration not stated),0.9,1,1,1,1,8,1,-1,1,-4
Cc1nnc2ccc(N3CCN(C)CC3)nn12,1,1,-3,1,1.1,3,16,-7,0.8,-3
COC(=O)C(O)(c1ccc(NC(=O)NC2CCCCC2)cc1)C(F)(F)F (configuration not stated),1,0.8,-5,1,1,11,7,-3,0.9,-10
Cc1c(N=Nc2c(O)n(C)c(=O)n(C)c2=O)c(=O)n(-c2ccccc2)n1C,1,1,4,0.7,1,8,3,4,1,-6
CCCC(C)n1[nH]c(=O)c2c1NC(=O)CSC2c1ccc(OC)cc1 (configuration not stated),0.9,1.1,1,1.1,1.1,2,12,-6,0.9,-13
CCN1CCN(Cc2ccc(OC(F)(F)F)cc2)CC1,1,1,-4,1.1,1.1,6,-5,-6,1,-14
Cc1cc(C=C2C(=O)N(C)C(=O)N(C)C2=O)c(C)n1-c1ccccc1,1.3,0.8,7,1.1,1,3,11,0,0.9,-12
Cc1ccc(CCN2CC(C(=O)N3CCC4(CC3)OCCO4)CC2=O)cc1 (configuration not stated),1,1,-7,1.1,1,1,-2,-3,1,-8
CC(O)CNc1ccc([N+](=O)[O-])c2cccnc12 (configuration not stated),0.9,1.1,1,0.5,0.8,0,24,21,0.8,22
COc1cc2c(cc1OC)-c1c(OC)c(OC)cc3c1[C@H](C2)[N+](C)(C)CC3,1,1.1,2,0.9,1,16,-6,-4,1.1,-7
COC(=O)COc1cc(C)cc2oc(=O)c3c(c12)CCCC3,0.9,1.1,1,0.9,1,2,22,-5,0.8,-13
CC1SC2(CN3CCC2CC3)NC1=O (configuration not stated),0.9,1,-3,0.9,1,16,15,0,0.9,0
CCCCN1C(=O)NC(=O)C2(Cc3c(nc4ccccn4c3=O)N3CCc4ccccc4C32)C1=O (configuration not stated),0.8,1,-3,0.8,1,5,39,0,0.6,3
CC(C)c1ccc(N2C(=O)NC(=O)/C(=C\c3cnc(-c4ccccc4)nc3)C2=O)cc1,0.9,1.1,-3,0.9,1,14,18,1,0.8,-2
CCCCN1C(=O)C(C2c3ccccc3C(=O)N2Cc2ccccc2)C(=O)NC1=S (configuration not stated),1.2,1,-5,1.6,1,3,17,-1,0.8,-3
COC(=O)C(O)(c1ccc(N(C)C(=O)c2ccc(Cl)c(Cl)c2)cc1)C(F)(F)F (configuration not stated),1,1.1,-2,1,1.1,-4,12,-6,0.9,-9
O=C1N(c2cccc(Cl)c2)C(c2cccnc2)N2CCCN12 (configuration not stated),1.1,1,-1,1.1,1,4,-6,2,1.1,-10
Cc1ccccc1-n1c(-c2ccc([N+](=O)[O-])cc2)nc2ccccc2c1=O,0.9,1.1,-3,0.9,1,-18,21,-2,0.8,-1
O=Cc1cn(Cc2cccc([N+](=O)[O-])c2)c2ccccc12,1,1,3,0.9,1.1,8,13,-7,0.9,-4

# Given with tabs: part of the list above.
structure	PMI act	FLuc stim CS	HMGR II inh	PMI act satM6P	TNAP act hi DEA	G6PDH counter	Diaphorase inh	TNAP inh hiacc	Diaphorase act	TNAP inh no acc
Cc1nnc2ccc(N3CCN(C)CC3)nn12	1	1	-3	1	1.1	3	16	-7	0.8	-3
COC(=O)C(O)(c1ccc(NC(=O)NC2CCCCC2)cc1)C(F)(F)F (configuration not stated)	1	0.8	-5	1	1	11	7	-3	0.9	-10
Cc1c(N=Nc2c(O)n(C)c(=O)n(C)c2=O)c(=O)n(-c2ccccc2)n1C	1	1	4	0.7	1	8	3	4	1	-6
CCCC(C)n1[nH]c(=O)c2c1NC(=O)CSC2c1ccc(OC)cc1 (configuration not stated)	0.9	1.1	1	1.1	1.1	2	12	-6	0.9	-13
CCN1CCN(Cc2ccc(OC(F)(F)F)cc2)CC1	1	1	-4	1.1	1.1	6	-5	-6	1	-14
Cc1cc(C=C2C(=O)N(C)C(=O)N(C)C2=O)c(C)n1-c1ccccc1	1.3	0.8	7	1.1	1	3	11	0	0.9	-12
Cc1ccc(CCN2CC(C(=O)N3CCC4(CC3)OCCO4)CC2=O)cc1 (configuration not stated)	1	1	-7	1.1	1	1	-2	-3	1	-8
CC(O)CNc1ccc([N+](=O)[O-])c2cccnc12 (configuration not stated)	0.9	1.1	1	0.5	0.8	0	24	21	0.8	22
COc1cc2c(cc1OC)-c1c(OC)c(OC)cc3c1[C@H](C2)[N+](C)(C)CC3	1	1.1	2	0.9	1	16	-6	-4	1.1	-7
COC(=O)COc1cc(C)cc2oc(=O)c3c(c12)CCCC3	0.9	1.1	1	0.9	1	2	22	-5	0.8	-13
CC1SC2(CN3CCC2CC3)NC1=O (configuration not stated)	0.9	1	-3	0.9	1	16	15	0	0.9	0
CCCCN1C(=O)NC(=O)C2(Cc3c(nc4ccccn4c3=O)N3CCc4ccccc4C32)C1=O (configuration not stated)	0.8	1	-3	0.8	1	5	39	0	0.6	3
CC(C)c1ccc(N2C(=O)NC(=O)/C(=C\c3cnc(-c4ccccc4)nc3)C2=O)cc1	0.9	1.1	-3	0.9	1	14	18	1	0.8	-2
CCCCN1C(=O)C(C2c3ccccc3C(=O)N2Cc2ccccc2)C(=O)NC1=S (configuration not stated)	1.2	1	-5	1.6	1	3	17	-1	0.8	-3
COC(=O)C(O)(c1ccc(N(C)C(=O)c2ccc(Cl)c(Cl)c2)cc1)C(F)(F)F (configuration not stated)	1	1.1	-2	1	1.1	-4	12	-6	0.9	-9

# More structures follow.
SMILES,PMI act,FLuc stim CS,HMGR II inh,PMI act satM6P,TNAP act hi DEA,G6PDH counter,Diaphorase inh,TNAP inh hiacc,Diaphorase act,TNAP inh no acc
Cc1c(C=O)c2ccccc2n1Cc1cccc(F)c1,1.2,1,-1,1.1,1,8,18,-1,0.8,-10
c1ccc(C(OCCN2CCNCC2)c2ccccc2)cc1,1,1.1,-3,1.2,1,4,-1,-3,1,-9
O=C1NC(=O)N(c2ccc3c(c2)OCO3)C(=O)/C1=C/c1ccsc1,1,1.1,-7,1.1,1.1,0,15,-5,0.9,-7
CCCCNC(=O)Nc1ccc(C(O)(C(=O)OCC)C(F)(F)F)cc1 (configuration not stated),1,1,1,1,1.1,11,6,-5,0.9,-14
COCCCn1c(N)c(C(=O)OCCOC)c2nc3ccccc3nc21,0.8,1,-5,0.9,1,11,10,-2,0.9,-9
CCOP(=O)(OCC)C(NC(=O)c1ccc(Cl)cc1)=C(Cl)Cl,1,1.1,-3,1,1,6,4,-2,1,-4
CCOC(=O)CC1=C(C(=O)OCC)C2(C(=O)Nc3ccccc32)C(C#N)=C(N)O1 (configuration not stated),0.9,1.1,4,0.9,1,-2,14,-3,0.9,-6
COc1ccc(O)c(C(C)(C)C)c1,1,1,-2,0.7,1,12,-1,-2,1,-3
Cc1cc(C=O)c(C)n1C1CCCCC1,1.1,1,0,1.1,0.9,-1,1,6,1,-8
COC(=O)N(c1ccc(OC)cc1)P1(=S)OCCC(C)O1 (configuration not stated),0.4,1,-3,0.9,1,-1,6,1,0.9,-10
CN1/C(=C\C=C2C(=O)NC(=O)NC2=O)C(C)(C)c2ccccc21,1,1,-2,1,0.7,4,26,28,0.7,18
Cn1cc(CCC(=O)N2CCC3(CC2)OCCO3)c2ccccc21,1,1.1,-1,1,1.1,2,-1,-6,1,-6
NC(=O)CN1C2CCC1CC(NC(=O)C1CC1)C2 (configuration not stated),0.9,1,-3,1,1.1,4,7,-6,0.9,-6
CS(=O)(=O)N1CCN(C(=N)N[N+](=O)[O-])CC1,1.1,1,-3,1,1,7,-15,-4,1.1,-7
C=CCn1c(O)c(C(C)=NCCO)c(=O)[nH]c1=O,1,1,0,1,1,2,11,-4,0.9,-8
CCOP(=O)(C#CC(C)(C)C)C(C)(O)c1ccccc1 (configuration not stated),1,1,0,1,1,4,18,-3,0.8,-5
CCOC(=O)[C@@]12C(=O)C(=O)N[C@]1(c1ccccc1)C1OCCCC12 (some centres not stated),1,1,-1,1,1,5,14,-1,0.9,-5
Nc1ccc(Cl)cc1C(=O)c1ccccc1Cl,0.9,1.1,-1,1,1,5,19,2,0.8,-16

# Screens as filed in PubChem.

# This is a subset (hit frequency here may not be typical).
